AmpC inh detg: AmpC beta-lactamase inhibition with detergent present. AID 485294. 370,000 compounds, 0.041% hits. Potency, µM (titrated, usually from 114 µM), for the others: at the top dose activity change, negative = inhibition, usual class: inhibitors. P00811. AmpC hydrolysis of nitrocefin, absorbance 480 nm, 0.01% Triton;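 note: potency is the fitted concentration of half-maximal effect; 0% = no-compound wells and -100% = no-enzyme wells; nearly all actives have a fitted effect of over 25% in size; some results filed as inactive show a strong effect at the top dose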
Target sequence (P00811 whole entry, looked up): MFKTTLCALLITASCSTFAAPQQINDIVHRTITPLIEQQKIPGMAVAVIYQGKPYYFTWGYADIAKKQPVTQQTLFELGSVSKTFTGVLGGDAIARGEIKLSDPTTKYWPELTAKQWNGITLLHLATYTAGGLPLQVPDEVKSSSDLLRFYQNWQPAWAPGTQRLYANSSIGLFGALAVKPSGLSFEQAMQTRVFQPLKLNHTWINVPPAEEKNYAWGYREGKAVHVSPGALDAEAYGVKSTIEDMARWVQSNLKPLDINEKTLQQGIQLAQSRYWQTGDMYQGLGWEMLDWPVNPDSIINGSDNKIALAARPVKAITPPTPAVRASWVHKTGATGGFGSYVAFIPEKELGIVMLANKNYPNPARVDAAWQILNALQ
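AmpC (5.3 nM in the dispensed reagent) in 20 mM phosphate pH 7.0 with 0.01% (detergent screen) or 0.0001% Triton X-100 was preincubated with compounds for 15 min at room temperature. Nitrocefin was then added from an 800 uM solution, and hydrolysis was followed at 480 nm.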
AMA1 RON2 block: inhibitors of Plasmodium falciparum AMA1-RON2 interaction; AID 720542; Potency, µM (series often up to 58.2 µM), for inactives: at the highest dose activity change, negative = inhibition, most hits filed as inhibitors; AlphaScreen AMA1-biotinylated RON2 peptide binding; 360,000 compounds, 0.2% hits;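 note: potency is the fitted concentration of half-maximal effect; 0% = vehicle wells and -100% = peptide control; nearly all actives have a fitted effect of over 45% in size; some results filed as inactive show a strong effect at the top dose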
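AMA1 (3D7) with his tag at 25 nM final met compounds first, then biotinylated RON2 peptide at 25 nM; detection used donor plus acceptor beads, 10 µg/mL apiece, read by AlphaScreen after 30 min at room temperature.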
Shiga inhibitor: inhibitors of Shiga toxin in Vero cells. 290,000 compounds, 9.2% hits. Vero cells, Shiga toxin protein synthesis inhibition reporter. inhibition, % at 38.7 µM; in the data active = inhibition mostly above about 28%, no sharp cut-off; inactive = mostly below about 43%; note: 0% is about no effect
AmpC inh no detg: blocks E. coli AmpC beta-lactamase in detergent-free assay | P00811 | AmpC nitrocefin hydrolysis, absorbance 480 nm, 0.0001% Triton | Potency, µM (series often up to 57.1 µM), inactives show top-dose activity change, negative = inhibition, most hits filed as inhibitors | 330,000 compounds, 0.52% hits;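 note: potency is the fitted concentration of half-maximal effect; plate controls were no compound for no effect and no enzyme for full effect; nearly all actives have a fitted effect of over 20% in size; some results filed as inactive show a strong effect at the top dose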
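20 mM phosphate pH 7.0 + 0.01% (detergent screen) or 0.0001% Triton X-100; 5.3 nM AmpC reagent; cpd preinc 15 min RT; nitrocefin (800 uM stock) to start; A480 q20 s × 4 min; Activity was normalised to no-enzyme and no-compound control wells.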
HCMV inh: human cytomegalovirus inhibition. HFF cells, HCMV-luciferase reporter, 72 h; active compounds read low. activity change, negative = inhibition, % at 57.5 µM. 410,000 compounds, 4.5% hits. AID 1259415; in the data active = activity change below about -60%; inconclusive = no clear call, values can overlap the other calls; inactive = above about -39%; note: % is set by controls: 0 for no effect and ±100 for the full control effect
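Human foreskin fibroblasts infected with luciferase-reporter HCMV at MOI 1 PFU/cell, compounds at two doses. Luciferase measured 72 h post infection; normalized to buffer-only basal and Salinomycin (10uM) controls.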
Cycloheximide cs: affects cycloheximide protein synthesis inhibition readout, counter-screen. 300,000 compounds, 12% hits. cell reporter, cycloheximide protein synthesis inhibition counterscreen. AID 2314. max response, %; in the data active = max response mostly above about 13%, no sharp cut-off; inactive = mostly below about 14%; note: read at 38.3 µM for the half of the compounds with a filed dose; 0% is about no effect
Giardia FBPA inh: Giardia lamblia aldolase inhibition; purified Giardia FBPA; Potency, µM (top dose mostly 59.6 µM), for inactives: top-dose activity, negative = inhibition, usual class: inhibitors; AID 2451; A8B2U2; 290,000 compounds, 0.71% hits; note: potency is the fitted concentration of half-maximal effect; % is set by controls: 0 for no effect and ±100 for the full control effect; nearly all actives have a fitted effect of over 55% in size
Target sequence (A8B2U2 whole entry, looked up): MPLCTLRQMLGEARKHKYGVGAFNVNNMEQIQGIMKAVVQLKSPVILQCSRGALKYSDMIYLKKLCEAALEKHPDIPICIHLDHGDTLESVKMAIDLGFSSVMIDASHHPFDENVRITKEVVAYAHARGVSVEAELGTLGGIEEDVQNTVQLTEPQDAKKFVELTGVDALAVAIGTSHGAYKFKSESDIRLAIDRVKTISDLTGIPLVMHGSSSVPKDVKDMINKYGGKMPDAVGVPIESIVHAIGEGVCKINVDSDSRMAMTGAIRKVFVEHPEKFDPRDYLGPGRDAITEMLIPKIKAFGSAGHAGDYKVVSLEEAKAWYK
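40 nM FBPA preincubated 10 min at RT with compound (up to 57.5 uM final), then substrate plus GAPDH/TPI/NAD/arsenate coupling and diaphorase/resazurin added. Fluorescence read after 20 min at RT, 525/598 nm.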
* = called active by the depositor; ? = inconclusive; . = no result given; & = joins results of further samples; [ ] = remark or other dose. Unless noted, calls come from the whole dose curve; as a rule, active = well fitted curve in the direction sought with a large enough effect; inconclusive = small, poorly fitted or top-dose-only effect, or another doubt; inactive = no such curve, though single readings can be large; an effect the other way counts as inactive or inconclusive.

entry | molecule | AmpC inh detg | AMA1 RON2 block | Shiga inhibitor | AmpC inh no detg
1 | COC(=O)[C@H](Cc1ccccc1)NS(=O)(=O)N[C@@H](Cc1ccccc1)C(=O)OC | -5.3% | -5.5% | . | 6.9%
2 | CCOc1ccccc1Oc1coc2cc(OCC(=O)O)ccc2c1=O | -8.5% | -4.5% | 2.7 | -22.2%
3 | Cc1ccc(NC(=O)c2cc(S(=O)(=O)N3CCCC3)c[nH]2)c(C)c1 | ? | 0.8% | -13.4 | -36.2%
4 | CCC1=NN(C(=O)c2ccccc2O)C(O)(c2ccccc2)C1 (stereo not given) | 0.9% | 3.3% | 77.3* | -55.5%
5 | CCCCN(C(=O)c1ccc2c(c1)OCCO2)c1c(N)n(CC(C)C)c(=O)[nH]c1=O | -8.6% | 0.3% | . | -8.5%
6 | Nc1nc(Br)c2c(F)cccc2c1-c1ccc(F)cc1 | -1.1% | 12.4% | 19.1 | -30.0%
7 | Cc1noc(C)c1COc1cccc(C(=O)Nc2ccc(C#N)cc2)c1 | 2.8% | -10.2% | -8.6 | -23.5%
8 | Cc1cc(C)cc(N2C(=O)CCN(Cc3ccccc3)C2=O)c1 | -1.6% | 22.8% | -4.0 | -3.3%
9 | O=C1CS(=O)(=O)N(Cc2cccc(F)c2)c2ccc(Br)cc21 | 12.1% | 7.3% | . | -48.4%
10 | O=C(O)c1ccc(Cl)c(S(=O)(=O)N2CCCC2)c1 | -2.1% | 0.4% | -3.1 | -14.5%

entry | HCMV inh | Cycloheximide cs | Giardia FBPA inh
1 | -62.2* | . | .
2 | -9.5 | -2.8 | 8.8%
3 | -39.5&-9.4 | 1.3 | 4.3%
4 | -75.6* | 31.0* | 16.6%
5 | -12.6 | . | .
6 | 10.1 | -0.2 | -3.5%
7 | -20.6 | -0.8 | 1.1%
8 | 22.2 | 0.4 | 1.1%
9 | 15.8 | . | .
10 | -33.3 | -1.8 | 14.0%

Molecules above with fluorine, in the order listed:
entry | molecule | AmpC inh detg | AMA1 RON2 block | Shiga inhibitor | AmpC inh no detg
6 | Nc1nc(Br)c2c(F)cccc2c1-c1ccc(F)cc1 | -1.1% | 12.4% | 19.1 | -30.0%
9 | O=C1CS(=O)(=O)N(Cc2cccc(F)c2)c2ccc(Br)cc21 | 12.1% | 7.3% | . | -48.4%

entry | HCMV inh | Cycloheximide cs | Giardia FBPA inh
6 | 10.1 | -0.2 | -3.5%
9 | 15.8 | . | .

Continuation:
entry | molecule | AmpC inh detg | AMA1 RON2 block | Shiga inhibitor | AmpC inh no detg
11 | Cc1ncc(CN2CCCC(C(=O)Nc3ccc(-c4cccc(F)c4)cc3)C2)s1 (stereo not given) | -1.9% | -3.9% | -2.0 | 145.1%[activator]
12 | CCC1(C)CC(CC(=O)O)(c2ccccc2OC)CCO1 (stereo not given) | -16.5% | 0.9% | -3.9 | -14.1%
13 | O=C(NNC(=O)c1cc2ccccc2cc1O)c1cccs1 | -8.1% | 57.3%[activator] | 109.4* | -44.0%
14 | C=CCn1cccc(C(=O)Nc2cc(OC)c(OC)c(OC)c2)c1=O | -12.8% | -2.8% | -2.6 | -0.2%
15 | C=CCNC1=C(Cl)C(=O)N(c2ccccc2Cl)C1=O | ? | 23.2% | 9.3 | -27.9%
16 | COc1cc(S(=O)(=O)n2nc(C)cc2C)c(OC)cc1Cl | 2.7% | 31.1%[activator] | -3.0 | 1.2%
17 | CCCc1ccc(-c2cc(C(=O)NCCc3ccc(S(N)(=O)=O)cc3)c3ccccc3n2)cc1 | -11.8% | 2.6% | 94.7* | -36.3%
18 | COc1ccc(Cl)cc1NC(=O)C(C)OC(=O)c1ccc(NS(=O)(=O)c2ccc3[nH]c(=O)[nH]c3c2)cc1 (stereo not given) | -8.7% | -13.0% | -12.1 | 3.55µM*
19 | N/C(=N\OC(=O)Nc1ccccc1)c1ncc([N+](=O)[O-])s1 | -3.4% | 2.7% | 43.8 | -28.2%
20 | Cn1cc(SCC(=O)Nc2ccc3c(c2)OCCO3)c2ccccc21 | ? | -7.5% | 63.3* | -8.2%

entry | HCMV inh | Cycloheximide cs | Giardia FBPA inh
11 | ? | -1.5 | .
12 | -33.1 | -3.8 | -2.2%
13 | 34.6 | 44.9* | -5.3%
14 | 25.3 | 1.9 | -0.1%
15 | -2.8 | -4.5 | -0.6%
16 | 19.0 | -1.2 | 4.2%
17 | 62.8 | 54.3* | -5.5%
18 | 3.2 | -3.0 | 5.8%
19 | -32.5 | 28.2* | 0.3%
20 | 37.4 | 24.2* | -1.8%

Next part.
entry | molecule | AmpC inh detg | AMA1 RON2 block | Shiga inhibitor | AmpC inh no detg
21 | COc1cc(OC)cc(-c2nnc(SCC(=O)N3CCCc4ccccc43)o2)c1 | 6.2% | -9.6% | 4.0 | 41.6%
22 | CC(C)c1onc(C(=O)N2CCCCCC2)c1[N+](=O)[O-] | -0.7% | 21.0% | 8.0 | -12.5%
23 | Cc1cc(-n2c(=S)sc3c(=O)n(-c4ccc(F)cc4)c(SCC(=O)O)nc32)ccc1Cl | ? | -5.6% | -6.3 | -20.6%
24 | CCn1c(SCc2ccccc2)nnc1-c1cccnc1 | -2.1% | 7.8% | 13.1 | -24.3%
25 | CCCCCSc1nnc(-c2ccccc2NC(C)=O)c(=O)[nH]1 | -8.4% | 2.5% | -6.2 | -28.7%
26 | CCC1(c2ccccc2)C(=O)N(C(=O)OC(C)(C)C)N1C(=O)OC(C)(C)C (stereo not given) | -7.4% | -6.8% | . | -0.4%
27 | CC(C)C(=O)Nc1ccc(N2CCCC2)cc1 | -1.4% | -13.7% | -8.5 | 71.9%[activator]
28 | COc1ccc(NC(=S)N2CCCCC2c2cccnc2)cc1 (stereo not given) | 5.1% | 0.5% | 20.8 | -19.6%
29 | CCc1ccccc1OCC(=O)Nc1ccc(S(N)(=O)=O)cc1 | 1.7% | 4.8% | 23.4 | -27.0%
30 | O=C(Nc1ccncc1)Nc1ccc(Br)cc1Cl | ? | -1.4% | -2.6 | 7.94µM*

entry | HCMV inh | Cycloheximide cs | Giardia FBPA inh
21 | 52.5 | 6.5 | 0.1%
22 | 17.8 | 8.2 | -0.6%
23 | 3.6 | 1.6 | -12.4%
24 | ? | -1.4 | -4.4%
25 | ? | -2.2 | 18.2%
26 | 3.4 | . | .
27 | ? | 7.2 | ?
28 | -20.9 | 11.2 | -6.6%
29 | -19.2 | 0.7 | 0.7%
30 | ? | 12.2 | 5.0%

Next section
entry | molecule | AmpC inh detg | AMA1 RON2 block | Shiga inhibitor | AmpC inh no detg
31 | CC1CCN(C(=O)CCc2nnc3ccc(N4CCC5(CC4)OCCO5)nn23)CC1 | -9.4% | 0.9% | -3.9 | 14.3%
32 | CC(NC(=S)Nc1ccccc1Cl)C(c1ccccc1)N1CCOCC1 (stereo not given) | ? | 34.7%[activator] | -6.1 | -15.4%
33 | Cc1cc(C)cc(OCc2nnc(SCC(=O)c3ccc(Br)cc3)o2)c1 | ? | -5.4% | -6.7 | -57.4%
34 | CCOc1ccc(-c2nc(CSc3nncs3)cs2)cc1OC | -8.8% | 5.6% | 52.8 | 13.5%
35 | CCNC(=S)N(CCN(CC)CC)Cc1cc2cc3c(cc2[nH]c1=O)OCCO3 | -21.6% | 26.6% | 37.5 | -2.3%
36 | N=c1c2c3c(sc2ncn1N)CCC3 | -4.4% | 72.0%[activator] | 6.0 | -18.5%
37 | CCC(=O)N1CCN(c2ccc(NC(=O)c3ccc(N4CCOCC4)c([N+](=O)[O-])c3)cc2)CC1 | -1.4% | 12.5% | 14.7 | 3.1%
38 | C/C(=N\NC(=O)Cn1ccc(C(F)(F)F)n1)c1ccc2c(c1)OCO2 | -4.6% | -1.5% | 27.5 | -9.9%
39 | CC(=O)NC(CC(=O)NC1CCCc2ccccc21)c1ccccc1 (stereo not given) | -14.3% | -6.0% | -3.9 | -0.4%
40 | Cc1cc(S(=O)(=O)NCC(c2ccc3c(c2)OCO3)N2CCOCC2)ccc1F (stereo not given) | -10.9% | -5.1% | . | 83.6%[activator]

entry | HCMV inh | Cycloheximide cs | Giardia FBPA inh
31 | -39.3 | -2.7 | 1.2%
32 | -10.0 | -3.7 | 1.8%
33 | -14.6 | -1.2 | -4.6%
34 | 5.1 | 19.0* | -1.5%
35 | 57.2 | -0.7 | 1.0%
36 | 4.3 | -0.8 | 0.3%
37 | 16.9 | -3.0 | .
38 | -9.3 | 7.0 | -5.2%
39 | ? | -6.4 | 4.2%
40 | -63.7* | . | .

The list goes on:
entry | molecule | AmpC inh detg | AMA1 RON2 block | Shiga inhibitor | AmpC inh no detg
41 | CCc1ccc(Nc2n[n+](-c3ccccc3)c(/C=C/c3ccccc3)s2)cc1 | -7.8% | . | -2.4 | -59.8%
42 | Cc1ccc(C2/C(=C(/O)c3cnn(-c4ccccc4)c3C)C(=O)C(=O)N2CCN2CCOCC2)o1 (stereo not given) | 6.2% | 7.2% | 74.8* | 27.1%
43 | C=CCOc1ccc2c(CC)cc(=O)oc2c1C | 0.4% | 15.1% | 37.2 | -7.4%
44 | S=C(Nc1ccc(Oc2ccc(NC(=S)NC3CCCCC3)cc2)cc1)NC1CCCCC1 | -2.8% | 16.1%[2.32 µM] | 37.1 | -19.2%
45 | CCOc1ccc2nc(C)cc(Nc3ccc4c(c3)OCCO4)c2c1 | 4.6% | 1.2% | 35.2 | -4.1%
46 | Cc1ccc(C(=O)NCC(=O)NCCCc2ccccc2)s1 | 8.9% | -1.7% | 27.9 | 7.1%
47 | CCOC(=O)c1ccc2c(c1)N(Cc1ccccc1C)C(=O)c1ccccc1S2=O (stereo not given) | -4.8% | -9.2% | 11.5 | -9.2%
48 | Cc1ccc(S(=O)(=O)Nc2cccnc2)cc1 | 2.6% | -2.0% | -16.7 | -0.8%
49 | CC(C)(C)n1nnnc1C(c1ccccc1F)N1CCN(C2CCCC2)CC1 (stereo not given) | -1.3% | 2.8% | -20.5 | -30.9%
50 | Cc1c(C(=O)Nc2ccc3c(c2)OCCO3)sc2ncnc(N3CCCCC3C)c12 (stereo not given) | 3.1% | -4.9% | 25.8 | 28.3%
51 | O=C1NC(c2ccc(O)cc2)Nc2ccccc21 (stereo not given) | -18.3% | -6.4% | 16.0 | -7.6%
52 | CCCC(=O)NC(=S)Nc1cccc2c(O)cccc12 | ? | 30.3%[activator] | 11.4 | -46.9%

entry | HCMV inh | Cycloheximide cs | Giardia FBPA inh
41 | . | 0.4 | -2.0%
42 | -12.7 | 56.3* | -26.3%
43 | -26.7 | 17.4 | 3.5%
44 | ? | 4.4 | 2.3%
45 | 8.6 | 21.5 | 1.1%
46 | 13.9 | 23.6 | 3.6%
47 | -10.2 | 6.1 | -1.1%
48 | 2.7 | -3.0 | -2.9%
49 | 48.8 | -4.5 | -0.8%
50 | ? | 10.8 | -13.3%
51 | 45.3 | 13.1* | -3.9%
52 | -99.3* | 0.5 | -24.0%

Screens: PubChem, National Center for Advancing Translational Sciences (NCATS)
